# Screens (PubChem)
# SV40 large T antigen: SV40 large T antigen inhibitors, biochemical (AID 1903); 310,000 tested, 0.39% active; inhibition, % at 20 µM; hits with a dose series show IC50 in µM; SV40 large T antigen ATPase/helicase inhibition assay; higher % means a stronger effect; in the data active = a potency from the dose series; inconclusive = inhibition mostly from about 32% at the one dose, without a potency; inactive = the rest, 99 in 100 with inhibition below about 32%; note: strong numbers were not always called active
# WT yeast gro inh: growth inhibition of WT yeast, mitochondrial fusion screen; 190,000 tested, 2.1% active; inhibition, % at 10 µM; mitochondrial fusion phenotypic screen, WT strain; AID 1362; in the data active = inhibition above about 58%; tested in S. cerevisiae
# T cell HTS: modulates CD8 T cell binding to vesicles. 2C CD8+ T cell-vesicle binding, flow cytometry; active compounds read low. calls only at 7 µM. 330,000 tested, 0.068% active;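 active = response, share of CD8 T cells binding vesicles, and their 90th percentile fluorescence all below set limits, cut at about 80% in these data, passing the limit was not always enough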
#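 Assay system – 2C mouse CD8+ T cells · Also added – QL9-loaded Drosophila micro-vesicles · Timing – Cell–vesicle co-incubation 1.5 h at 37 °C, staining 20 min on ice · Signal – flow cytometry of vesicle-bound cells · Measure – percent CD8+ FL2 mean versus row control · Controls – Peptide-free naked vesicles (low) and QL9 vesicles with 0.7% DMSO vehicle (high)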
# Myeloid diff 2: promotes myeloid progenitor differentiation. ER-HoxA9 myeloid progenitors, lysozyme-GFP differentiation, flow cytometry. calls only at 10 µM. 360,000 tested, 1% active;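 active = normalized GFP-positive differentiation at or above the plate's own cutoff, the solvent-only control mean plus 3 SD; inconclusive = no clear call, values can overlap the other calls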;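 note: cells exposed to compound for four days before flow analysis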
# MgcRacGAP inhibition: MgcRacGAP GTPase-activating activity inhibitors, confirmation, biochemical, ADP Hunter fluorescence; inhibition, % at 30 µM, or IC50 in µM where a hit was titrated; MgcRacGAP-stimulated Rac1 GTP hydrolysis, ADP Hunter fluorescence; higher % means a stronger effect; GST-tagged Rac1 F28L mutant substrate; AID 624330; 340,000 tested, 0.6% active;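 active = first-screen hits whose inhibition reached a set limit at any dose in the follow-up dose series; inconclusive = inhibition above the set first-screen limit but never retested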;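 note: fluorescence reports GDP produced by GAP-driven GTP hydrolysis; strong numbers were not always called active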
# West Nile virus CPE: inhibition of WNV-induced cytopathic effect – cell-based, CPE readout (AID 1621) | West Nile virus-infected cells, CPE inhibition; higher % means a stronger effect | 290,000 tested, 0.02% active | one-dose CPE inhibition, % at 10 µM; IC50 in µM for titrated hits; in the data active = a potency from the dose series; inconclusive = CPE inhibition mostly from about 3.7% at the one dose, without a potency; inactive = the rest, 99 in 100 with CPE inhibition below about 2.2%; note: strong numbers were not always called active
# PhoP inhibition: inhibitors of PhoP regulon expression, primary screen, Salmonella Typhimurium, GFP reporter (AID 1863). S. Typhimurium PhoP-regulated promoter GFP reporter, 4 h; higher % means a stronger effect. inhibition, % at 50 µM, or IC50 in µM where a hit was titrated. 300,000 tested, 0.16% active;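 active = inhibition over 29.93%, a cutoff 3 SD above the screen mean, later confirmed by dose response; inconclusive = inhibition over 29.93% but no dose response follow-up; inactive = inhibition at most 29.93% or unconfirmed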;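 note: 0% = low Mg2+ inducing control and 100% = high Mg2+ repressing control; strong numbers were not always called active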
# RSV antiviral HEp-2: inhibition of RSV-induced cytopathic effect – HEp-2 cells, primary 10 µM value included (AID 2391) | CPE inhibition, % at 10 µM; hits with a dose series show IC50 in µM | 310,000 tested, 0.13% active | HEp-2 cells, RSV-induced CPE inhibition; higher % means a stronger effect; in the data active = a potency from the dose series; inconclusive = CPE inhibition mostly from about 23% at the one dose, without a potency; inactive = the rest, 99 in 100 with CPE inhibition below about 21%; note: strong numbers were not always called active
# b-catenin transl: modulators of beta-catenin nuclear translocation. HeLa beta-catenin nuclear translocation, immunofluorescence imaging. nuclear translocation activity, % at 5 µM. 190,000 tested, 0.3% active;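 active = nuclear translocation activity above 50% at 5 µM, with a well cell count of 50 or more; inconclusive = wells under 50 cells across six images, flagged as toxic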;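 note: per-cell ratio of nuclear to cytoplasmic median beta-catenin stain intensity; plate controls were DMSO negative control for no effect and GSK-3 inhibitor IX positive control for full effect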
#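 Test system: human HeLa cell line; Doses: 5 µM primary, 0.02–20 µM confirmation; Incubation: 24 h compound exposure, 37°C; Detection: beta-catenin immunofluorescence imaging with DAPI; Read-out: beta-catenin nuclear/cytoplasmic ratio, % activation.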
# WT yeast gro inh mutant strain: recorded beside WT yeast gro inh, whose call it bears; inhibition, %; mitochondrial fusion phenotypic screen, mutant strain inhibition
# b-catenin transl cell count 5 µM: further read-out of b-catenin transl, marked with its call; cell count; measured here: cell count, cytotoxicity flag
# T cell HTS vesicle-bound %: second read-out of T cell HTS, no call of its own (marks repeat the call); double positive events, %; measured here: CD8+ vesicle-bound cell fraction;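 binding gate set so that unloaded-vesicle control wells show 10% double positive cells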
# Myeloid diff 2 GFP+ MAC1+ %: further read-out of Myeloid diff 2, marked with its call; GFP+ MAC1+ double positive, %; measured here: differentiation confirmed by MAC1 staining
# Starred values were filed as active, the others as inactive; i = inactive; ? = inconclusive; . = not tested or not shown.
SMILES,SV40 large T antigen,WT yeast gro inh,WT yeast gro inh mutant strain,T cell HTS,T cell HTS vesicle-bound %,Myeloid diff 2,Myeloid diff 2 GFP+ MAC1+ %,MgcRacGAP inhibition,West Nile virus CPE,PhoP inhibition,RSV antiviral HEp-2,b-catenin transl,b-catenin transl cell count 5 µM
CCN(CC)S(=O)(=O)c1ccc2[nH]c(=O)cc(C(=O)NCC3CCCO3)c2c1 (stereo unspecified),23%,.,.,i,33,i,0.7,4%,.,-2%,-0.8%,.,.
Cc1ccc(C(=O)OCc2c(C)noc2C)cc1NC(=O)c1ccco1,15%,-13,-2,i,64,i,0.0,4%,-0.3%,-1%,-0.9%,-0.5,1125
O=S(=O)(NCc1ccc2c(c1)OCO2)c1cccc2cccnc12,5%,-6,-4,i,42,i,0.5,-1%,-0.1%,-7%,-0.1%,-1.8,1151
CCOc1cccc(C(=O)Nc2ccccc2C(=O)N2CCN(C)CC2)c1,8%,.,.,i,31,i,0.6,1%,0.0%,0%,-0.4%,.,.
Cc1cccc(C)c1NC(=O)CSc1nc(COc2ccccc2)nc2ccccc12,0%,-3,-3,i,23,i,1.4,5%,-0.5%,-5%,4.4%,.,.
CCOC(=O)C1=C(O)/C(=C/c2ccc(CNC(=O)C(=O)Nc3ccc(C)cc3)o2)N=C1C,21%,-7,-4,i,18,i,0.6,14%,0.2%,-17%,3.0%,.,.
Nc1nc(-c2ccc(-c3ccccc3)cc2)cs1,28%,74,81,i,61,i,0.2,-1%,-0.5%,6%,4.5%,1.7,1059
CC(C)CNC(=O)CCc1c[nH]c2ccccc12,0%,11,-1,i,29,i,0.8,11%,1.1%,18%,-0.3%,6.2,1337
O=C(Nc1ccc(Cl)c(S(=O)(=O)N2CCOCC2)c1)c1cc(-c2ccccn2)nc2ccccc12,6%,-9,6,i,20,i,0.1,3%,-0.4%,8%,-0.5%,-1.7,969
O=C(CC(=O)N/N=C/c1c(F)cccc1Cl)NCc1ccccc1,5%,-24,-8,i,63,.,.,.,-0.2%,-8%,1.2%,0.3,1026
COc1ccc(CC(=O)Nc2ccccc2C(=O)N2CCCC2)cc1,12%,.,.,i,19,i,0.6,8%,0.4%,2%,1.4%,.,.
O=C(N/N=C/c1ccccc1F)c1csc2c1CCCC2,-4%,-17,-3,i,44,i,1.0,7%,0.6%,2%,0.1%,1.0,1337
CC(C)Cc1cc(C(=O)N2CCCC(C(=O)c3cc(F)ccc3F)C2)no1 (stereo unspecified),10%,.,.,i,22,i,0.9,10%,-1.6%,-2%,1.4%,.,.
COc1ccc(NC(=O)CN2CCCC2c2cccs2)cc1S(=O)(=O)N1CCCCC1 (stereo unspecified),.,.,.,i,42,i,0.5,8%,.,.,2.4%,.,.
O=C(CCC(=O)Nc1ccccc1Cl)N/N=C1\CCCc2ccccc21,6%,10,8,i,39,i,1.4,9%,0.1%,23%,1.9%,0.5,503
Cc1ccc(C(c2nnnn2C(C)(C)C)N(Cc2ccco2)Cc2cccs2)cc1 (stereo unspecified),3%,14,1,i,30,i,0.8,5%,-0.3%,0%,8.5%,1.9,881
Cc1cc(C(F)F)n2nc(C(=O)O)nc2n1,1%,-10,-8,i,29,i,1.8,-3%,0.6%,-3%,3.9%,-7.9,1004
N=C(N)SCC1=CCS(=O)(=O)C1,3%,.,.,i,57,i,1.7,10%,-0.3%,0%,-0.4%,2.2,1282
CN(CC(=O)Nc1ccc(Cl)c(Cl)c1)C1CCCCC1,17%,.,.,i,59,i,0.8,23%,-0.5%,0%,-0.9%,.,.
COCc1ccc(-c2c(-c3ccccc3OC)sc3cc4c(cc23)OCO4)cc1,.,.,.,i,41,i,1.4,6%,.,.,3.6%,.,.
CCN=c1scc(-c2ccc(F)cc2)n1/N=C/c1ccccn1,2%,48,20,i,42,i,0.7,9%,-1.4%,-9%,0.0%,3.1,949
CC(=O)C(Sc1nccc(-c2cccs2)n1)C(C)=O,9%,-10,-14,i,12,i,0.3,12%,0.5%,-1%,-1.0%,1.0,1006
O=C(Nc1ccccc1F)c1ccc(CSc2ccccc2)o1,14%,40,8,i,41,i,0.2,2%,-0.2%,2%,5.5%,0.7,990
COc1ccc(S(=O)(=O)N2CCC(n3cnc4ccccc43)CC2)cc1,7%,.,.,i,38,?,.,0%,-0.9%,-7%,10%,.,.
CCCCOc1ccc(NC(=O)C(=O)NCCCn2ccnc2)cc1,7%,-11,-9,i,11,i,0.4,6%,-0.7%,-3%,-0.3%,2.9,512
COc1c(C)cccc1C(=O)NCCCNC(=O)c1ccc(C)nc1,4%,.,.,i,36,i,1.1,0%,-0.2%,-3%,0.4%,.,.
CCN(CC)c1ccc(S(=O)(=O)N2CCCCC2)cc1NC(=O)C1=COCCO1,6%,.,.,i,33,i,0.7,8%,.,9%,-0.1%,.,.
O=C(COc1ccc2oc(-c3ccccc3)cc(=O)c2c1)NCc1ccco1,19%,39,40,i,36,i,0.5,13%,0.0%,-11%,0.0%,2.4,1165
O=C1NCCC12C(=O)Nc1ccccc12 (stereo unspecified),4%,.,.,i,37,i,3.4,1%,-0.4%,-1%,.,.,.
CC(Oc1ccc([N+](=O)[O-])cc1)C(=O)NCCCN1CCOCC1 (stereo unspecified),8%,.,.,i,10,i,1.8,5%,0.1%,2%,0.4%,.,.
c1csc(CNc2ncnc3ccc(-c4ccoc4)cc23)c1,.,.,.,i,13,i,0.1,9%,.,.,3.2%,.,.
C=CCn1c(-c2cccnc2Cl)nc2cc(Cl)c(Cl)cc21,4%,-10,5,i,6,i,4.0,13%,0.3%,-7%,0.2%,-0.8,970
CCCC(C)C(=O)NCc1ccccc1OC (stereo unspecified),33%,6,-13,i,17,i,1.8,10%,-0.2%,-10%,1.3%,.,.
CN(C)C(=O)/C(=C/c1cn(-c2ccccc2)nc1-c1cccc([N+](=O)[O-])c1)NC(=O)c1ccccc1,2%,5,7,i,20,i,2.1,5%,-0.7%,6%,0.8%,0.4,1106
Cc1c(O)c2ccccc2oc1=O,8%,.,.,i,48,i,0.8,8%,0.8%,-9%,1.8%,0.5,1303
CC(=O)c1cccc(S(=O)(=O)N2CCN(c3ccccc3F)CC2)c1,-1%,25,26,i,47,i,0.2,6%,-1.2%,0%,?,-2.4,1120
CCOC(=O)c1csc(NC(=O)CN2CCCCC2)n1,6%,.,.,i,46,i,0.6,8%,0.1%,4%,0.5%,.,.
O=C(Nc1ccc(F)cc1)C1CCCN(C2=NS(=O)(=O)c3ccccc32)C1 (stereo unspecified),.,.,.,i,34,i,0.7,2%,.,.,3.8%,.,.
Cn1c(SCC(=O)NCc2ccccc2)nc2ccccc21,13%,6,6,i,21,i,0.5,8%,.,10%,0.9%,2.4,1409
COc1ccc(-n2c(SCC(=O)C(C)(C)C)nc3c(sc(=S)n3-c3ccccc3)c2=O)c(OC)c1,6%,.,.,i,14,i,1.1,38%,-0.9%,-3%,0.2%,.,.
O=C1C2C3C=CC(C4CC34)C2C(=O)N1c1cc(Cl)ccn1 (stereo unspecified),6%,.,.,i,1,i,0.6,3%,0.2%,2%,0.1%,0.1,1372
Cc1noc(C)c1NC(=O)N1CCN(Cc2ccccc2)CC1,7%,.,.,i,25,i,0.3,10%,-0.8%,-16%,-0.5%,-0.1,1324
CCN1C(=O)C2(C(C#N)=C(N)Oc3n[nH]c(C(C)C)c32)c2ccccc21 (stereo unspecified),25%,22,7,i,27,i,0.9,4%,0.0%,1%,-0.6%,.,.

# 10 structures already listed, sorted by length of the SMILES, ascending.
SMILES,SV40 large T antigen,WT yeast gro inh,WT yeast gro inh mutant strain,T cell HTS,T cell HTS vesicle-bound %,Myeloid diff 2,Myeloid diff 2 GFP+ MAC1+ %,MgcRacGAP inhibition,West Nile virus CPE,PhoP inhibition,RSV antiviral HEp-2,b-catenin transl,b-catenin transl cell count 5 µM
O=C1NCCC12C(=O)Nc1ccccc12 (stereo unspecified),4%,.,.,i,37,i,3.4,1%,-0.4%,-1%,.,.,.
Cc1cc(C(F)F)n2nc(C(=O)O)nc2n1,1%,-10,-8,i,29,i,1.8,-3%,0.6%,-3%,3.9%,-7.9,1004
CCOC(=O)c1csc(NC(=O)CN2CCCCC2)n1,6%,.,.,i,46,i,0.6,8%,0.1%,4%,0.5%,.,.
O=C(N/N=C/c1ccccc1F)c1csc2c1CCCC2,-4%,-17,-3,i,44,i,1.0,7%,0.6%,2%,0.1%,1.0,1337
CC(=O)C(Sc1nccc(-c2cccs2)n1)C(C)=O,9%,-10,-14,i,12,i,0.3,12%,0.5%,-1%,-1.0%,1.0,1006
Cc1noc(C)c1NC(=O)N1CCN(Cc2ccccc2)CC1,7%,.,.,i,25,i,0.3,10%,-0.8%,-16%,-0.5%,-0.1,1324
COc1ccc(S(=O)(=O)N2CCC(n3cnc4ccccc43)CC2)cc1,7%,.,.,i,38,?,.,0%,-0.9%,-7%,10%,.,.
Cc1ccc(C(c2nnnn2C(C)(C)C)N(Cc2ccco2)Cc2cccs2)cc1 (stereo unspecified),3%,14,1,i,30,i,0.8,5%,-0.3%,0%,8.5%,1.9,881
CCN(CC)S(=O)(=O)c1ccc2[nH]c(=O)cc(C(=O)NCC3CCCO3)c2c1 (stereo unspecified),23%,.,.,i,33,i,0.7,4%,.,-2%,-0.8%,.,.
CCOC(=O)C1=C(O)/C(=C/c2ccc(CNC(=O)C(=O)Nc3ccc(C)cc3)o2)N=C1C,21%,-7,-4,i,18,i,0.6,14%,0.2%,-17%,3.0%,.,.
